Screening results (PubChem BioAssay)
MCF10A rerep = induces DNA re-replication in MCF 10a normal breast cells; actives 2.9% (n = 350,000); Potency, µM (top dose mostly 46.1 µM), for the others: at the top dose activity, positive = re-replication, most hits filed as activators; AID 624296; MCF 10A DNA re-replication, Hoechst nuclear intensity, 48 h; note: potency is the fitted concentration of half-maximal effect; % of control where 0% means no effect; nearly all actives have a fitted effect of over 50% in size
IL-1B inflam inh = inhibitors of inflammasome signaling (IL-1 beta secretion); THP-1 LPS/ATP IL-1B secretion, AlphaLISA, 16 h; active compounds read low; activity change, % at 57.5 µM; actives 4.7% (n = 360,000); AID 743279; in the data active = activity change below about -50%; inconclusive = mostly about -30% to -49%; note: % is set by controls: 0 for no effect and ±100 for the full control effect
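Secreted IL-1B measured by AlphaLISA bead assay after 16 h compound exposure of THP-1 cells; compounds (final up to 57.5 uM) added 1 h before LPS (250 ng/mL) and ATP (1.25 mM) stimulation; lower signal means less secretion.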
SW480 rerep = DNA re-replication induction in SW480 cells | SW480 DNA re-replication, Hoechst DNA content imaging, 48 h | Potency, µM (top dose mostly 46.1 µM), for the others: at the highest dose re-replication activation, most hits filed as activators | actives 1.8% (n = 340,000); note: potency is the fitted concentration of half-maximal effect; % of control where 0% means no effect; nearly all actives have a fitted effect of over 55% in size
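Per well, 250 cells were exposed to pinned compound for 48 hr. Nuclear DNA was visualised with Hoechst (40 min, 37 C) and total object intensity recorded by fluorescence scanning.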
ATXN2 expr inh = ATXN2 expression inhibition; AID 1745845; HEK-293 ATXN2-luciferase reporter, luminescence, 24 h; Potency, µM (top dose mostly 57 µM), without a hit: at the highest dose activity change, negative = inhibition, most hits filed as inhibitors; actives 0.72% (n = 360,000); note: potency is the fitted concentration of half-maximal effect; % is set by controls: 0 for no effect and ±100 for the full control effect; nearly all actives have a fitted effect of over 55% in size
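ATXN2-luciferase reporter cells (luciferase flanked by upstream and downstream ATXN2 gene portions) were treated 24 h at 37 °C with compounds at up to 57 uM. SteadyGlo luminescence gave expression; GF-AFC fluorescence gave viability.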
HT1080 IDH1KD tx = toxicity to HT-1080 IDH1 knockdown cells (counter line); AID 686971; Potency, µM (series often up to 46.1 µM), inactives show at the highest dose activity, negative = toxicity, actives largely listed as cytotoxic; actives 2% (n = 360,000); HT-1080 IDH1 knockdown viability, ATP luminescence, 48 h;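 note: potency is the fitted concentration of half-maximal effect; 0% = DMSO wells and -100% = cell-free medium wells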
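CellTiter-Glo luminescence after 48 h compound exposure at 37 degrees C of IDH1-knockdown HT-1080 cells in 5% FBS RPMI. %Activity scaled between DMSO wells and cell-free media wells, with curves fitted and assigned curve classes.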
HT1080NT lethal = kills 2HG-producing HT-1080-NT fibrosarcoma cells | HT-1080-NT fibrosarcoma viability, CellTiter-Glo ATP luminescence, 48 h | actives 1.6% (n = 360,000) | Potency, µM (series often up to 46.1 µM), inactives show top-dose activity, negative = less viability, most hits filed as cytotoxic;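 note: NT is the 2HG producing partner of a matched IDH1 knockdown line; potency is the fitted concentration of half-maximal effect; 0% = DMSO-treated cells and -100% = media-only wells without cells; nearly all actives have a fitted effect of over 55% in size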
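Viability by CellTiter-Glo luminescence after 48 h compound exposure at 37C of HT-1080-NT cells (750/well, RPMI, 5% FBS). % activity scaled between DMSO wells and medium-only wells, then curve-fitted and categorized by curve class.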
KB-3-1 tox = KB-3-1 parental cell cytotoxicity; Potency, µM (top dose mostly 46.1 µM), without a hit: at the top dose activity change, negative = cytotoxic, actives largely listed as cytotoxic; AID 1347075; actives 1.4% (n = 400,000); KB-3-1 viability, CellTiter-Glo ATP luminescence, 72 h; note: potency is the fitted concentration of half-maximal effect; % is set by controls: 0 for no effect and ±100 for the full control effect; nearly all actives have a fitted effect of over 60% in size
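Parental KB-3-1 viability, qHTS format: 72 h compound exposure, 37 °C; CellTiter-Glo; media-only wells and DMSO plates as controls; concentration-effect fits on corrected data.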
S2 tox = cell viability loss in ATXN counter-screen | S2 cells (HEK-293 line with an ATXN2-luciferase reporter) viability, CellTiter-Fluor protease fluorescence, 24 h | actives 0.49% (n = 400,000) | Potency, µM (highest dose often 56.7 µM), most hits filed as cytotoxic; note: potency is the fitted concentration of half-maximal effect; nearly all actives have a fitted effect of over 40% in size
KB-V1 cytotox = kills drug-selected multidrug resistant KB-V1 cells. KB-V1 MDR cells viability, CellTiter-Glo, 72 h. Potency, µM (highest dose often 46.1 µM), for inactives: at the top dose activity change, negative = cytotoxicity, hits mostly cytotoxic. actives 3.4% (n = 400,000); note: potency is the fitted concentration of half-maximal effect; % is set by controls: 0 for no effect and ±100 for the full control effect; nearly all actives have a fitted effect of over 60% in size
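In this primary screen, KB-V1 cells overexpressing P-gp are incubated with library compounds (lowest to highest concentration) for 72 h at 37 degrees C before a luminescent ATP viability read.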
An asterisk follows results filed as active; i = inactive; ? = inconclusive; . = no result given; [ ] = remark or other dose. Unless noted, calls come from the whole dose curve; as a rule, active = well fitted curve in the direction sought with a large enough effect; inconclusive = small, poorly fitted or top-dose-only effect, or another doubt; inactive = no such curve, though single readings can be large; an effect the other way counts as inactive or inconclusive. Not a hit list; 11% or so of the library scored in one or more.

SMILES	MCF10A rerep	IL-1B inflam inh	SW480 rerep	ATXN2 expr inh	HT1080 IDH1KD tx	HT1080NT lethal	KB-3-1 tox	S2 tox	KB-V1 cytotox
Cc1ccc(Cn2c(SCc3ccc(C(=O)N4CCCCCC4)cc3)nc3ccncc32)cc1	.	.	.	?	.	.	?	?	-2%
CN(c1ccccc1)c1ccc(/C=N/NC(=O)CC#N)cc1	?	16	15%	13µM*	-25%	-6%	-8%	i	-17%
CCc1ccc(Nc2nnc(SCc3cc(=O)n4ccsc4n3)s2)cc1	2%	-6	9%	5%	-13%	0%	-2%	i	-3%
O=c1cc(N2CCOCC2)[nH]c(=O)n1Cc1ccc(F)cc1	-1%	8	-16%	-2%	0%	13%	1%	i	11%
COCCN1Cc2cccc(C(=O)NCc3ccc4c(c3)OCO4)c2C1=O	-6%	-12	4%	-7%	14%	3%	13%	i	4.1µM*
COC(=O)c1ccc(S(=O)(=O)N2C3CCC2CC(NC(=O)C2CC2)C3)cc1 (stereo not given)	16%	18	0%	-10%	18%	-11%	-5%	i	-14%
Cc1ccc(NC(=O)C(c2ccccc2)N2CCN(CC(=O)NC3CC3)CC2)cc1 (stereo not given)	-3%	-4	-1%	1%	9%	-4%	0%	i	21µM*
CCS(=O)(=O)Nc1cccc(C2=NN(S(=O)(=O)CC)C(c3ccccc3)C2)c1 (stereo not given)	4%	-2	7%	.	4%	4%	1%	?	7%
O=C(N1CCCCCC1)N1CCN(S(=O)(=O)N2CCOCC2)CC1	-4%	13	0%	-6%	-3%	1%	-1%	i	0%
COC(=O)C1CCN(C(=O)c2ccc3nccnc3c2)CC1	3%	7	-8%	9%	2%	1%	-1%	i	?
Cc1ccccc1C(=O)N1CCN(c2ccc(NC(=O)c3ccc4c(c3)OCCO4)cc2)CC1	16µM*	?	-8%	28µM*	-10%	?	?	?	8.2µM*
Cc1cccc(C)c1-n1nnnc1S(=O)(=O)Cc1ccccc1Cl	-20%	-16	4%	-5%	-18%	0%	5%	i	-17%
CCOc1ccccc1CNC(=O)c1[nH]c2ccccc2c1Sc1ccccc1	.	.	.	-4%	.	.	8%	i	?
Cc1ccc(CNC(=O)COC(=O)c2cccc(S(=O)(=O)N3CCCCC3)c2)cc1	11%	0	-10%	2%	6%	1%[9.24 µM]	18%	i	?
CCSC1=NCN(CCCC(=O)O)CN1	2%	-4	-5%	6%	2%	2%	-1%	i	10%

The final 2 records of the section before lead into the next.
SMILES	MCF10A rerep	IL-1B inflam inh	SW480 rerep	ATXN2 expr inh	HT1080 IDH1KD tx	HT1080NT lethal	KB-3-1 tox	S2 tox	KB-V1 cytotox
Cc1ccc(CNC(=O)COC(=O)c2cccc(S(=O)(=O)N3CCCCC3)c2)cc1	11%	0	-10%	2%	6%	1%[9.24 µM]	18%	i	?
CCSC1=NCN(CCCC(=O)O)CN1	2%	-4	-5%	6%	2%	2%	-1%	i	10%
CC1CCCC(NC(=O)c2ccc3c(c2)OCCO3)C1C (stereo not given)	-4%	3	-8%	.	9%	-8%	1%	?	?
CCNC(=O)N1CCCC(C(=O)c2ccc(OC)c(OC)c2)C1 (stereo not given)	?	-8	?	5%	6%	4%	0%	i	-10%
c1ccc(CNc2nc3ccccc3[nH]2)cc1	?	-60*	?	-34%	-2%[9.24 µM]	?	-4%	i	-1%
C=CCn1c(N2CCCC2)nc2c1c(=O)n(C)c(=O)n2C	1%	22	31%	5%	9%	-3%	-3%	i	-18%
O=C(COc1ccccc1)Nc1nc2cc3c(cc2s1)OCCO3	-10%	-19	-17%	1%	1%	-16%	15%	i	18%
COC(=O)c1cc(-c2ccccc2)sc1N	0%	-12	-1%	-8%	-6%	-3%	-6%	i	0%
CC(=O)C1=C(O)C(=O)N(Cc2ccccc2)C1c1ccccc1F (stereo not given)	-15%	33	1%	2%	8%	7%	-1%	i	22%
Clc1cc(NC2CCCCC2)ncn1	-12%	36	-3%	27%	14%	6%	-17%	i	0%
CCOc1cc(/C=N/Nc2ccc(C(=O)O)cc2)ccc1OC(=O)c1ccccc1C	?	-28	25%	44%[activator]	2%	-17%	26%	i	12%
CCCc1cc(=O)[nH]c(SCC(=O)NC2CCCc3ccccc32)n1 (stereo not given)	-1%	68	-7%	.	10%	27%	-3%	i	?
CCOC(=O)c1cc2sccc2n1CC(=O)C(C)(C)C	-4%	0	?	.	1%	8%	1%	i	1%
O=C(CCCOc1ccc(Cl)cc1Cl)Nc1ccccn1	-6%	-14	5%	1%	-20%	-3%	-28%	i	14%
O=C(NC1CC1)C1CCN(S(=O)(=O)c2cc([N+](=O)[O-])ccc2Cl)CC1	11%	15	-2%	-5%	-5%	0%[9.24 µM]	?	i	?
O=C(CS(=O)(=O)Cc1ccccc1)Nc1ccc(S(=O)(=O)N2CCOCC2)cc1	1%	7	0%	2%	8%	7%	1%	i	0%
O=C(Nc1ccc(Cl)cc1C(F)(F)F)c1ccccc1Cl	2%	-5	-2%	4%	3%	18%	-5%	i	4%

2 records picked at random from those above:
SMILES	MCF10A rerep	IL-1B inflam inh	SW480 rerep	ATXN2 expr inh	HT1080 IDH1KD tx	HT1080NT lethal	KB-3-1 tox	S2 tox	KB-V1 cytotox
O=C(CS(=O)(=O)Cc1ccccc1)Nc1ccc(S(=O)(=O)N2CCOCC2)cc1	1%	7	0%	2%	8%	7%	1%	i	0%
CC(=O)C1=C(O)C(=O)N(Cc2ccccc2)C1c1ccccc1F (stereo not given)	-15%	33	1%	2%	8%	7%	-1%	i	22%

Going on with the list:
SMILES	MCF10A rerep	IL-1B inflam inh	SW480 rerep	ATXN2 expr inh	HT1080 IDH1KD tx	HT1080NT lethal	KB-3-1 tox	S2 tox	KB-V1 cytotox
O=c1/c(=C/c2ccco2)sc2n1CN(c1ccccc1)CN=2	-10%	-16	-2%	4%	-4%	-4%	-4%	i	-1%
O=C(NCc1ccncc1)C(=O)N/N=C/c1cccnc1	-6%	27	19%	.	4%	11%	0%	i	-1%
COc1ccc(/C=N\NC(=S)SCN2C(=O)C3CCC(C)(C2=O)C3(C)C)cc1 (stereo not given)	?	6	4%	1%	0%	-2%	19%	i	1%
Nc1ccc(O)c2c1C(=O)c1ccccc1C2=O	-37%[inhibitor]	-57*	-85%[inhibitor]	-18%	-28%	?	0%	20µM*	-17%
O=C(Cc1coc2cc3c(cc12)CCC3)OCc1cc(=O)n2c(n1)sc1ccccc12	7%	4	0%	-18%	-1%	4%	-6%	i	-11%
CC(=O)N(Cc1c(C)nn(-c2ccccc2)c1Cl)c1ccc(Cl)cc1	14%	17	-5%	-13%	-10%	-1%	-6%	i	?
CCOc1ccc2c(=O)c(Oc3ccccc3)c(C)oc2c1	0%	1	-4%	-13%	-10%	-1%	-2%	i	0%
Cc1cc(=O)[nH]c(SCc2nc3ncccn3c2Br)n1	-1%	29	-7%	19%	-3%	-3%	-1%	i	-1%
CCCNc1ccc(-c2nc(-c3ccco3)no2)cc1[N+](=O)[O-]	.	.	.	60%[activator]	.	.	-5%	i	?
COc1ccccc1C(=O)NCCN1CCN(c2ccccc2)CC1	?	24	6%	.	-2%	-2%	-8%	i	-19%
CC1CCCN(S(=O)(=O)c2ccc(N(C(=O)c3cnccn3)C(C(=O)NC3CCCCC3)c3cccs3)cc2)C1 (stereo not given)	0%	?	3%	-2%	-2%	-3%	-4%	i	-2%
COc1ccccc1C(C)NC(=O)c1cc(S(=O)(=O)N2CCCCC2)ccc1C (stereo not given)	17%	-20	-9%	.	-6%	-4%	-28%	i	?
COc1cc(OC)c2c(-c3ccccc3)cc(=O)oc2c1C(CCN1CCOCC1)c1ccc2c(c1)OCO2 (stereo not given)	?	-15	-12%[9.22 µM]	?	?	23µM*	-4%	?	-23%
CCOc1ccc(NC(=O)NCCCCc2ccccc2)cc1	-7%	-9	5%	9%	5%	10%	-1%	i	-19%
COc1ccccc1NC(=O)c1cc(S(=O)(=O)NC2CCCC2)ccc1F	9%	?	-1%	-9%	-11%	-3%	-8%	i	?
COCCCNC(=O)c1ccc(-n2nc(C(F)(F)F)cc2-c2cccs2)cc1	3%	?	-7%	-36%	-5%	0%	0%	i	?
COCCN(C(=O)C1CC1)c1nnc(-c2cccc(C)c2)s1	18%	-9	-7%	13%	3%	8%	8%	i	-19%
CCOC(=O)Cc1csc(SCC(=O)Nc2cccc(C#N)c2)n1	3%	21	-12%	-2%	2%	-6%	-3%	i	?
CC(C)OCCCNc1ncnc2c1nc1n2CCCC1	-13%	22	-7%	31%[activator]	11%	0%	10%	i	-5%
O=C(CCS(=O)(=O)c1cccc2nonc12)N1CCCc2ccccc21	17%	41	-7%	1%	9%	4%	4%	i	-9%
Cn1c(Cc2ccccc2)nnc1SCC(=O)Nc1ccccc1N1CCOCC1	0%	6	-3%	3%	10%	0%	0%	i	-3%
C=CC[C@H](CC(=O)N(CCO)Cc1ccccc1)C(=O)N[C@@H](COC(=O)[C@@H](CC=C)CC(=O)OC(C)(C)C)Cc1c[nH]c2ccccc12	?	?	12%	?	?	?	?	.	?
C[C@@H]1CN([C@H](C)CO)C(=O)CCCn2nncc2CO[C@H]1CN(C)S(=O)(=O)c1cccs1	.	0	.	12%	2%	5%	23%	i	6%
O=C(CCc1ccccc1Cl)Nc1cccc(S(=O)(=O)N2CCCC2)c1	1%	-3	3%	-7%	-9%	-3%	.	i	.
COc1ccccc1-c1nnc(NC(=O)C(C)SC2=NCCS2)s1 (stereo not given)	16%	?	-8%	12%	0%	-12%	?	?	0%
O=C(NCCS(=O)(=O)N1CCN(c2ccccc2F)CC1)c1ccc(F)c(F)c1	11%	6	-10%	-4%	1%	0%	-4%	i	-23%
Cc1nn(-c2ccccc2)c(Cl)c1C(=O)N1CCN(C)CC1	2%	33	-5%	.	-1%	2%	1%	?	-2%
COc1cc(/C=N/NS(=O)(=O)c2ccc(Br)cc2)ccc1O	2%	24	?	15%	0%	0%	-37%	i	?
CN1CCN(c2nc3c(c(=O)n(C)c(=O)n3C)n2Cc2ccccc2Cl)CC1	-5%	-16	-13%	-18%	9%	-1%	29%	?	0%
